Source: PubChem
TcdB GH inh – TcdB glycohydrolase inhibitors, primary screen, biochemical, single point, plate reader | AID 652162, 2013 | TcdB glycohydrolase enzymatic assay | Toxin B (Clostridioides difficile), P18177 | inhibition, % at 9.99 µM | actives 0.24% (n = 350,000); in the data active means inhibition above about 10%
PrPC surface inh – inhibitors of human cell surface prion protein PrPC, primary screen, cell-based, TR-FRET; inhibition, % at 13.8 µM; Major prion protein (Homo sapiens), P04156; actives 0.43% (n = 370,000); TR-FRET read-out; in the data active means inhibition above about 24%; further: 0% = median of the test wells and 100% = reference compound wells
SARS 3CLpro inh – SARS-CoV 3CLpro protease inhibitors, primary screen, biochemical, quenched FRET; Replicase polyprotein 1ab (Severe acute respiratory syndrome coronavirus), P0C6X7; recombinant SARS-CoV 3CLpro, quenched FRET peptide cleavage; inhibition, % at 6 µM; actives 0.14% (n = 290,000); in the data active means inhibition above about 12%
CCHFV vOTU inh – CCHFV vOTU protease inhibitors, primary screen, biochemical, Pep-AMC substrate, fluorescence; Crimean-Congo hemorrhagic fever virus L polyprotein viral ovarian tumor (vOTU) protease …; AID 651958, 2012; actives 0.55% (n = 370,000); inhibition, % at 11.5 µM; in the data active means inhibition above about 30%; further: 0% = vehicle wells with enzyme and 100% = no enzyme wells
BH1578 lux ind – inducers of Vibrio cholerae quorum light production without autoinducers, primary screen, BH1578 luxS cqsA deficient, single point; V. cholerae BH1578 lux reporter, luminescence, 6 h; activation, % at 18.7 µM; actives 0.16% (n = 350,000); AID 588436, 2011; in the data active means activation mostly above about 9.7%, no sharp cut-off; further: not every result past the cut was called active; inactives centre near 0; reference of the scale not given here
Y pestis TopoI – Yersinia pestis topoisomerase I inhibitors, primary screen, biochemical, cleavage product accumulation, plate reader, single point | DNA topoisomerase I (Yersinia pestis CO92) | Y. pestis Topo-I cleavage product accumulation | activity, % at 10 µM | actives 0.064% (n = 360,000) | AID 504884, 2011; in the data active means activity above about 50%, passing the limit was not always enough; further: inactives centre near 2
MazF activator – activators of E. coli MazEF toxin-antitoxin RNase, primary screen, biochemical, fluorescence, uHTS | actives 0.32% (n = 350,000) | activation, % at 20 µM | Endoribonuclease toxin MazF (Escherichia coli (strain K12)), P0AE70 | AID 504720, 2011 | FAM/BHQ RNA-DNA oligo cleavage fluorescence, 5 h; in the data active means activation above about 50%
Target sequence (P0AE70 whole entry, looked up): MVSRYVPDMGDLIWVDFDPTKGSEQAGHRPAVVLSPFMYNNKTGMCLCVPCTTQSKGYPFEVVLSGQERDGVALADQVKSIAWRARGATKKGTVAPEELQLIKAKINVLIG
VHR inh abs – VHR1 phosphatase inhibitors, primary screen, biochemical, absorbance, uHTS; Dual specificity protein phosphatase 3 (Homo sapiens), P51452; AID 1654, 2009; recombinant VHR phosphatase, pNPP absorbance; actives 0.52% (n = 290,000); inhibition, % at 13.3 µM; in the data active means inhibition above about 50%; further: some compounds called inactive have numbers as strong as hits
Target sequence (P51452 whole entry, looked up): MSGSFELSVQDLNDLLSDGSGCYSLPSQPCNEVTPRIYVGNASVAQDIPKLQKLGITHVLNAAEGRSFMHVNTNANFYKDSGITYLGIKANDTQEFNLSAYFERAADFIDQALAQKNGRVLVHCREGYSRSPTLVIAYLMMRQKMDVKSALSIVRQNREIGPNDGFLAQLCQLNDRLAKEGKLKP
SSB-PriA inh – inhibitors of Klebsiella pneumoniae PriA binding to SSB C-terminal tail, primary screen, biochemical, AlphaScreen. PriA–SSB C-terminal tail interaction (Klebsiella pneumoniae). AlphaScreen SSBct-PriA binding, biotinylated peptide. inhibition, % at 33 µM. actives 0.6% (n = 430,000); in the data active means inhibition mostly above about 37%, no sharp cut-off; inactive means mostly below about 20%;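 further: plate controls were negative control peptide for no effect and reference peptide for full effect; strong numbers were not always called active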
Rv3671c protease – Rv3671c serine protease inhibitors, primary screen, biochemical, fluorescence polarization, M. tuberculosis H37Rv; P9WHR9; AID 2606, 2010; inhibition, % at 5.96 µM; actives 0.048% (n = 320,000); in the data active means inhibition above about 38%;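 further: extracellular domain of Rv3671c used as enzyme; 0% = enzyme with DMSO and 100% = no enzyme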
Target sequence (P9WHR9 whole entry, looked up, the tested form may be a part): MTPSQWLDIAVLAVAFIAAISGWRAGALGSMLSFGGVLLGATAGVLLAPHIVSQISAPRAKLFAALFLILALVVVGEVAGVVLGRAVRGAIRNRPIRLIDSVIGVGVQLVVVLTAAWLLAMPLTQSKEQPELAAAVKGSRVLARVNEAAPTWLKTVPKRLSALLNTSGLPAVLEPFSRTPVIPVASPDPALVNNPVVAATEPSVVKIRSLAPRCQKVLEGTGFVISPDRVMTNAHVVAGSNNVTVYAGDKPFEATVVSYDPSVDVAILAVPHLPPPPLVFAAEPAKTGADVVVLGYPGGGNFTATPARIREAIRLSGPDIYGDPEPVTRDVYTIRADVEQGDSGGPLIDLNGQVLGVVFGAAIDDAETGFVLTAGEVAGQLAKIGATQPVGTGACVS
The depositor's hits bear a star; i = inactive; . = no result given; & = joins results of further samples. This is a subset; rates above refer to the full screens.

SMILES	TcdB GH inh	PrPC surface inh	SARS 3CLpro inh	CCHFV vOTU inh	BH1578 lux ind	Y pestis TopoI	MazF activator	VHR inh abs	SSB-PriA inh	Rv3671c protease
CC(C)C1C(=O)N(Cc2cn(CCC3OCCCO3)nn2)CCS(=O)(=O)N1Cc1ccc(-c2ccc(Cl)c(Cl)c2)cc1 (stereo not given)	0.4	-4	.	17	-0.5	-2	20	.	.	.
Cc1ccc(NC(=S)N2CCC(c3ccccc3)C2)c(Cl)c1 (stereo not given)	1.3	0	1	12	-0.4	-1	3	-6	-13	-1
CC1(C)Cc2ccccc2C(=O)N1	.	2	-2	8	-0.5	4	3	13	-16	8
Cc1nn(C)c(C(=O)NNC(=S)NCc2ccco2)c1Cl	.	-1	5	1	-0.3	-1	0	0	-14	3
CCC(CC)NC(=O)CN1CCN(S(=O)(=O)c2ccc(Br)s2)CC1	0.7	-4	.	2	-0.5	10	-4	.	-6	.
CN1C(=O)C(C)(C)c2cc(S(=O)(=O)N3CCCC(C(=O)NCc4ccccc4Cl)C3)ccc21 (stereo not given)	1.2	9	-4	-5	0.0	21	1	10	-1	-4
CCCC[C@@H]1C=C(C(=O)O)[C@H](c2ccc(Cl)c(Cl)c2)N1S(=O)(=O)c1ccc(C)cc1	-0.2	9	.	32*	-1.9	9	-7	.	-8	-11
Cc1ccc(C(=O)CSc2nc(N)cc(=O)[nH]2)cc1C	0.4	-2	-2	9	-0.8	-10	9	4	-7	5
Cc1cccc(OCCC(=O)OCc2csc(CC(=O)Nc3ccccc3C)n2)c1	1.2	-3	.	2	1.2	10	-2	.	-7	-4
CC1CC(C)(C)NC(=S)N1CCCC(=O)Nc1ccc(F)cc1 (stereo not given)	1.8	2	0	-17	1.1	4	-1	16	4	0
CCOC(=O)N1CCN(C(=O)CCNS(=O)(=O)c2ccccc2)CC1	0.5	-1	4	-5	-0.4	-1	1	7	-10	-2
O=c1[nH]c(=O)n(-c2ccccc2)c2c1C(C(F)(F)F)(C(F)(F)F)N=C(C1CCCCC1)N2	.	0	2	4	i	3	-3	-4	4	1
COc1ccc(NCC(O)Cn2c(C)c(C)c3ccccc32)cc1 (stereo not given)	-14	2	1	8	i	6	-7	26	47	8
CCCc1ccc(S(=O)(=O)NCC2CCCN2CC)cc1 (stereo not given)	0.9	-6	-4	-8	-0.4	9	-5	44	-4	.
COc1ccccc1-n1c(SCc2cc(=O)oc3cc(O)ccc23)nc2ccccc2c1=O	1.0	-1	2	7	-0.2	8	13	-7	-7	-51
COc1ccc(-n2nc3c(c2NC(C)=O)CS(=O)(=O)C3)cc1	0.0	-5	-2	1	1.1	9	2	13	0	4
COc1cccc(-c2c(-c3cc(OC)cc(OC)c3)n(C)c3ccc(Br)cc23)c1	0.7	2	.	-2	i	3	-6	.	-13	-4
Cc1ccc(S(=O)(=O)NC(=O)C2(C)CCN2C(=O)CC2CCCCC2)nc1 (stereo not given)	-0.2	7	.	-4	i	10	.	.	.	.
Brc1ccccc1-c1nnc(CSc2nnc3sc4ccccc4n23)o1	.	9	1	-4	i	3	10	25	-4	9
COC(=O)C1=C(C(=O)OC)[C@@H]2N(C)c3ccc(OC)cc3[C@@]23C[C@@H](C(=O)OC)N(C(=O)c2ccc(Br)cc2)C3=N1	-0.2	0	.	-1	-0.6	24	8	-8	22	0
CC(=O)C1=C(O)C(=O)N(Cc2ccco2)C1c1ccccc1F (stereo not given)	2.4	0	6	-3	i	-12	-1	-5	-1	1
CCOc1ccc(NC(=O)CSc2nccn2C)cc1	.	-2	6	-18	-0.4	1	3	44	5	-1
Oc1c(N=NC(=S)Nc2ccccc2F)c2ccccc2n1Cc1ccc(F)cc1	0.8	-3	6	-1	3.6	-11	-10	2	8	9
Cc1sc2c(c1C)C(c1ccc(C(C)(C)C)cc1)=NCC(=O)N2CC(=O)Nc1nccs1	.	-3	-3	5	3.0	-2	-3	33	-2	-7
O=C(Nc1ccc(OC(F)(F)F)cc1)c1ccc2nccnc2c1	-0.7	-7	-2	21	0.6	-14	-7	6	-14&-10	-9

Given with two lines to a compound: entries from further up
Values in the order: TcdB GH inh | PrPC surface inh | SARS 3CLpro inh | CCHFV vOTU inh | BH1578 lux ind | Y pestis TopoI | MazF activator | VHR inh abs | SSB-PriA inh | Rv3671c protease
> COc1ccc(NCC(O)Cn2c(C)c(C)c3ccccc32)cc1 (stereo not given)
→ -14 | 2 | 1 | 8 | i | 6 | -7 | 26 | 47 | 8
> CCCc1ccc(S(=O)(=O)NCC2CCCN2CC)cc1 (stereo not given)
→ 0.9 | -6 | -4 | -8 | -0.4 | 9 | -5 | 44 | -4 | .
> COc1ccccc1-n1c(SCc2cc(=O)oc3cc(O)ccc23)nc2ccccc2c1=O
→ 1.0 | -1 | 2 | 7 | -0.2 | 8 | 13 | -7 | -7 | -51
> COc1ccc(-n2nc3c(c2NC(C)=O)CS(=O)(=O)C3)cc1
→ 0.0 | -5 | -2 | 1 | 1.1 | 9 | 2 | 13 | 0 | 4
> COc1cccc(-c2c(-c3cc(OC)cc(OC)c3)n(C)c3ccc(Br)cc23)c1
→ 0.7 | 2 | . | -2 | i | 3 | -6 | . | -13 | -4
> Cc1ccc(S(=O)(=O)NC(=O)C2(C)CCN2C(=O)CC2CCCCC2)nc1 (stereo not given)
→ -0.2 | 7 | . | -4 | i | 10 | . | . | . | .
> Brc1ccccc1-c1nnc(CSc2nnc3sc4ccccc4n23)o1
→ . | 9 | 1 | -4 | i | 3 | 10 | 25 | -4 | 9
> COC(=O)C1=C(C(=O)OC)[C@@H]2N(C)c3ccc(OC)cc3[C@@]23C[C@@H](C(=O)OC)N(C(=O)c2ccc(Br)cc2)C3=N1
→ -0.2 | 0 | . | -1 | -0.6 | 24 | 8 | -8 | 22 | 0
> CC(=O)C1=C(O)C(=O)N(Cc2ccco2)C1c1ccccc1F (stereo not given)
→ 2.4 | 0 | 6 | -3 | i | -12 | -1 | -5 | -1 | 1
> CCOc1ccc(NC(=O)CSc2nccn2C)cc1
→ . | -2 | 6 | -18 | -0.4 | 1 | 3 | 44 | 5 | -1
> Oc1c(N=NC(=S)Nc2ccccc2F)c2ccccc2n1Cc1ccc(F)cc1
→ 0.8 | -3 | 6 | -1 | 3.6 | -11 | -10 | 2 | 8 | 9
> Cc1sc2c(c1C)C(c1ccc(C(C)(C)C)cc1)=NCC(=O)N2CC(=O)Nc1nccs1
→ . | -3 | -3 | 5 | 3.0 | -2 | -3 | 33 | -2 | -7
> O=C(Nc1ccc(OC(F)(F)F)cc1)c1ccc2nccnc2c1
→ -0.7 | -7 | -2 | 21 | 0.6 | -14 | -7 | 6 | -14&-10 | -9

Next part:
SMILES	TcdB GH inh	PrPC surface inh	SARS 3CLpro inh	CCHFV vOTU inh	BH1578 lux ind	Y pestis TopoI	MazF activator	VHR inh abs	SSB-PriA inh	Rv3671c protease
N#Cc1ccc(OCC(=O)Nc2ccccc2NS(=O)(=O)c2cccs2)cc1	.	0	0	5	-0.4	-4	-8	-13	5	3
CC(=O)Nc1ccc2oc(-c3ccccc3)nc2c1	1.1	-3	1	-23	-0.5	0	5	6	-11	-6
CN(Cc1c(F)cccc1Cl)C(=O)CNC(=O)c1cccs1	0.4	-4	-3	0	i	16	1	34	3	3
C[C@H](CO)N1C[C@H](C)[C@H](CN(C)Cc2cncnc2)Oc2ncc(C#CC3(O)CCCC3)cc2C1=O	0.6&0.3&-0.1	2	.	-7	-0.4	2	11	.	.	.
O=C(CSc1nc2ccccc2n1CC(=O)NCc1ccccc1)NCc1ccco1	.	-6	-3	-8	-0.4	9	7	39	-10	2
O=C(NNC(=O)C(c1ccccc1)c1ccccc1)c1ccccn1	0.5	34*	-1	11	0.3	-9	-3	14	9	5
CC(C)(C)n1cnnc1Sc1ccc([N+](=O)[O-])cn1	2.1	-16	-2	8	i	-2	6	13	-5	1
O=C(COC(=O)c1cccs1)Nc1ccccc1Cl	0.6	-2	-7	6	-0.2	4	2	4	-16	-4
O=C(Nc1cccc(F)c1)c1cccc2c1C(=O)N(C1CCCCC1)C2	-0.3	-4	4	10	-0.4	4	6	6	-10	-3
CC(=O)N/C(=N/c1nc(C)cc(C)n1)Nc1ccc(C)cc1C	0.9	4	-2	10	i	-4	8	.	.	1
O=C1SC(SCc2ccccc2Cl)=N/C1=C\c1ccc(C(=O)O)cc1	0.0	0	5	0	-0.5	-11	-14	3	-19	-6
COc1ccc([N+](=O)[O-])c(S(=O)(=O)c2ccc(Cl)cc2)n1	-0.2	0	2	-3	i	-11	4	-3	-9	0
Cc1cc(C)cc(NC(=S)N2CCC(c3nc4ccccc4s3)CC2)c1	2.8	1	-4	12	-0.4	-1	18	30	-5	-4
O=C(Nc1cccc(S(=O)(=O)Nc2ccc(Cl)cc2)c1)c1ccccn1	1.2	-1	.	23	i	-5	6	.	-8	-18
CCOC(=O)COc1ccc(/C=C2/SC(=Nc3ccccc3)N(Cc3cccnc3)C2=O)cc1OC	.	-2	0	6	i	6	0	3	19	-17
O=S(=O)(c1ccc(Cl)s1)N1CCc2ccccc2C1	.	5	1	-6	-5.6	28	-6	13	-32	1
O=c1cc2c(c(-c3ccccc3)n1Cc1ccccc1)[C@@H](CCO)NC2	0.4	10	.	3	-2.0	5	-11	.	-1	.
CCOc1ccccc1C(=O)NC(C(=O)OCC(=O)NNC(=O)c1cccs1)C(C)C (stereo not given)	0.0	7	.	4	-0.5	-1	6	.	.	.
COc1cccc(C(=O)Nc2c(C)n[nH]c2C)c1	.	7	-7	-9	-8.3	3	0	-13	-3	-8
O=C(O)c1ccccc1-c1ccccc1C(=O)NCc1ccco1	.	5	5	-9	.	4	5	-1	-17	2
Cc1ccc(-c2csc3ncnc(N4CCN(S(=O)(=O)c5ccc(C#N)cc5)CC4)c23)cc1	0.3	-1	.	-2	i	17	-10	.	.	.
O=C(CCN1C(=O)/C(=C/c2ccc(F)cc2)SC1=S)N[C@@H](CO)Cc1ccccc1	1.9	-6	4	8	i	19	4	1	-13	-10
COc1ccc(NC(=O)COC(=O)c2ccc(S(=O)(=O)N3CC(C)CC(C)C3)cc2)cc1OC (stereo not given)	0.7	-3	.	-16	4.0	23	-8	.	.	.
CCN(CC)S(=O)(=O)c1ccc(N2CC(C(=O)NCCc3ccc(Cl)cc3)CC2=O)cc1 (stereo not given)	1.2	-3	.	5	-0.6	21	0	.	-8	-6
Cc1cccn(Cc2c(F)cccc2Cl)c1=O	0.3	1	5	-6	i	-5	2	12	0	-7
Cc1cc2c([nH]c3ccccc32)c(C)n1	1.7	1	-5	-149	-0.2	-2	9	22	-10	5
Cc1ccc(Cn2c(SCC(=O)NCC3CCCO3)nc3ccsc3c2=O)cc1 (stereo not given)	-0.3	-4	-1	-19	i	6	-13	-6	-2	5
CCOC(=O)c1cc(C)sc1NC(=O)C(c1ccccc1)c1ccccc1	-0.9	-2	7	-1	-0.2	11	1	37	-10	-3
O=C(O)CNC(=O)CCN1C(=O)c2ccccc2C1=O	.	-3	-1	-4	-2.2	2	8	21	2	2
COc1cc2ccccc2cc1C(=O)NC1CCC(C)CC1 (stereo not given)	-2.0	6	.	14	i	26	2	.	-5	-5
